BAZ2B inh = inhibitors of human BAZ2B bromodomain; 360,000 compounds, 4.4% hits; Potency, µM (titrated, usually from 114 µM), without a hit: at the top dose activity change, negative = inhibition, hits mostly inhibitors; AID 504333; AlphaScreen BAZ2B-H3K14Ac peptide displacement; Q9UIF8; also: % is scaled to controls: 0 for no effect and ±100 for the full control effect; nearly all actives have a fitted effect of over 60% in size
Target sequence (Q9UIF8 whole entry, looked up): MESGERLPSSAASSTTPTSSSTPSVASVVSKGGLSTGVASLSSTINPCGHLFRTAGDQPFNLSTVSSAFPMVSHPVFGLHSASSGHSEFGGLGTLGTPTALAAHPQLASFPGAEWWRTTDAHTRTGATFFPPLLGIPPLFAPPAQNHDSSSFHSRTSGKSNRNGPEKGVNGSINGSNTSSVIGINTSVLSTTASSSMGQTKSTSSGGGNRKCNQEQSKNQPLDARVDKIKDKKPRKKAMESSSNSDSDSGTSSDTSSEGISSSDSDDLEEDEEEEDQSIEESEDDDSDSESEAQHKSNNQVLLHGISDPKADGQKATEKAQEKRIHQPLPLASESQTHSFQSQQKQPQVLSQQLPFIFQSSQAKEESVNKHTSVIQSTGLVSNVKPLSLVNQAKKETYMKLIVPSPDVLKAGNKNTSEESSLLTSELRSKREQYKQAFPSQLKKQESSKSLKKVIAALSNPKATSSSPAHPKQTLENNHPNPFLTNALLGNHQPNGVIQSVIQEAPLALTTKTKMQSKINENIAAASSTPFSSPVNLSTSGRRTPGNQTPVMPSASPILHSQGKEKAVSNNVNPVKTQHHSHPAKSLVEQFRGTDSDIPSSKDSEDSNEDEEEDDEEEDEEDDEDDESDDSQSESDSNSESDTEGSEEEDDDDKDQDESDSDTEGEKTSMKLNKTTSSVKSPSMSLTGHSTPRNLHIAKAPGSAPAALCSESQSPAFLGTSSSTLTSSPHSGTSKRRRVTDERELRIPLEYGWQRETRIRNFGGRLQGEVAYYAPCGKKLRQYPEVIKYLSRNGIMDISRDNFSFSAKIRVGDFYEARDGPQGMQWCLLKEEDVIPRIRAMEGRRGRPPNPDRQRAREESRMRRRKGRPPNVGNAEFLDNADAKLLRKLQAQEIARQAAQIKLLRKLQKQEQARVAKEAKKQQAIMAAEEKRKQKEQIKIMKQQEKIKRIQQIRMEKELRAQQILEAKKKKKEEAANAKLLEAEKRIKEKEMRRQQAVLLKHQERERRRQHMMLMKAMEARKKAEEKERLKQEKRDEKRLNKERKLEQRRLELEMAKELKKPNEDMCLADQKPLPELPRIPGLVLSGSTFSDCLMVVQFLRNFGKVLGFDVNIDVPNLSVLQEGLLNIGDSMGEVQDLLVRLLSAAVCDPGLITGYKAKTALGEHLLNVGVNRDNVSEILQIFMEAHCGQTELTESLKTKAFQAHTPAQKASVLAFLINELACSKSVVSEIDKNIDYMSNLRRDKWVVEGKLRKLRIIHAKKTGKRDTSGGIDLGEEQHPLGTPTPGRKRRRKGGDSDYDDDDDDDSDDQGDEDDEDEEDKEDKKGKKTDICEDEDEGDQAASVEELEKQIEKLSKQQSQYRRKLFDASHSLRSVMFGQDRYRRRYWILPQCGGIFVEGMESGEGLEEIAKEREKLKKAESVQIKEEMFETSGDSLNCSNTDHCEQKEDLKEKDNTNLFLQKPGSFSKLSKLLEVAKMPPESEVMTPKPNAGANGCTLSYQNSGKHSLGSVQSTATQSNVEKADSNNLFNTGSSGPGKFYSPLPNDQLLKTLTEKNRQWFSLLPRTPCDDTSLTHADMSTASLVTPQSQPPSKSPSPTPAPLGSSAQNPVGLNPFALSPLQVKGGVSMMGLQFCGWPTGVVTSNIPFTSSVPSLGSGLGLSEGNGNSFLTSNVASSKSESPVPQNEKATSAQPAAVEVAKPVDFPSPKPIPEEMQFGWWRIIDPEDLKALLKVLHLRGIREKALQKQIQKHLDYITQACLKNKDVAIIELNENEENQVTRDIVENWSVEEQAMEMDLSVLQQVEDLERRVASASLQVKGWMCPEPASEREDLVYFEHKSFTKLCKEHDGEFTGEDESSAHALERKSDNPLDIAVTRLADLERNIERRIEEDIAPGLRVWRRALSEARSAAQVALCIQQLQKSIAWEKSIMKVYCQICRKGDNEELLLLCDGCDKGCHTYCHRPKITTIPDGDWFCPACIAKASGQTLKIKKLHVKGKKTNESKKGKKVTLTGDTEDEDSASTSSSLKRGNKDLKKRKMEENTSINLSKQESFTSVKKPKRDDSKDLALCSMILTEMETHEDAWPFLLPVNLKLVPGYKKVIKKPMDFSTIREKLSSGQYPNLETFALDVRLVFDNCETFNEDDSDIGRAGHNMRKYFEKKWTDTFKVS
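Complex of BAZ2B and biotin-H3K14Ac (50 nM apiece) forms over 30 min at RT, then faces library compounds up to 110 uM for another 30 min; AlphaScreen beads added, 20 min dark incubation, luminescence read.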
Pol eta inh = blocks human DNA polymerase eta activity; Q9Y253; recombinant Pol eta, fluorescent DNA replication assay; Potency, µM (series often up to 114 µM), inactives show at the top dose activity change, negative = inhibition, actives largely listed as inhibitors; 390,000 compounds, 1.2% hits; AID 588591; also: % is scaled to controls: 0 for no effect and ±100 for the full control effect
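Fluorescent replication assay: 50 nM final substrate added after a 15 min room-temperature compound preincubation with 10 nM enzyme. Signal taken at 0 min and again at 10 min.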
POLK inh = blocks human DNA polymerase kappa activity; Q9UBT6; purified Pol kappa, fluorescent DNA synthesis assay, 10 min; Potency, µM (series often up to 107 µM), inactives show at the top dose activity, negative = inhibition, hits mostly inhibitors; 400,000 compounds, 0.53% hits; AID 588579; also: % is scaled to controls: 0 for no effect and ±100 for the full control effect
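10 nM Pol kappa preincubated 15 min at room temperature with compounds, then reaction started with substrate at 50 nM final. Fluorescence read kinetically at 0 and 10 min; buffer-only wells served as negative control.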
APE1 inh = inhibitors of human APE1 endonuclease. recombinant APE1, TAMRA/BHQ-2 abasic DNA cleavage fluorescence. Potency, µM (titrated, usually from 65.8 µM), for inactives: top-dose activity change, negative = inhibition, most hits filed as inhibitors. 350,000 compounds, 0.35% hits. AID 2517;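 also: plate controls were vehicle for no effect and reference inhibitor for full effect; nearly all actives have a fitted effect of over 55% in size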
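Enzyme (0.75 nM final) and test compound are incubated 15 min at room temperature before adding 50 nM quenched THF abasic-site duplex. Cleavage dequenches TAMRA, followed at 525/598 nm over three reads one minute apart.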
BLM inh = inhibitors of human Bloom syndrome helicase BLM; P54132; recombinant BLM DNA unwinding, fluorescence dequenching; Potency, µM (highest dose often 56.1 µM), inactives show at the top dose activity change, negative = inhibition, usual class: inhibitors; 350,000 compounds, 0.2% hits; AID 2528;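 also: plate controls were vehicle for no effect and no enzyme for full effect; nearly all actives have a fitted effect of over 35% in size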
POLI inh = DNA polymerase iota (human) inhibition; Pol iota fluorescent replication assay, 10 min; Potency, µM (highest dose often 115 µM), inactives show top-dose activity, negative = inhibition, usual class: inhibitors; 390,000 compounds, 1% hits; AID 588590
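Pol iota at 10 nM preincubated 15 min with compounds at room temperature; reaction started with fluorescent substrate, 50 nM final. Fluorescence read kinetically at 0 and 10 min; buffer-only wells as negative control.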
G9a inh = blocks human histone lysine methyltransferase G9a. Potency, µM (series often up to 102 µM), for inactives: at the top dose activity, negative = inhibition, most hits filed as inhibitors. 350,000 compounds, 8.8% hits. G9a H3K9 monomethylation, AlphaScreen, 2 h. AID 504332. Q96KQ7; also: % is scaled to controls: 0 for no effect and ±100 for the full control effect; nearly all actives have a fitted effect of over 75% in size
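Step 1: enzyme (final 20 nM) with compound, 15 min RT. Step 2: substrate peptide 500 nM and SAM 20 uM, 2 h RT. Step 3: anti-H3K9me1 antibody and AlphaScreen beads, 10 min, then plate read.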
Anesthetic bind = candidate novel general anesthetic via apoferritin binding | apoferritin/1-aminoanthracene competitive binding, fluorescence | Potency, µM (titrated, usually from 77.5 µM), inactives show at the top dose activity change, negative = displacement, usual class: inhibitors | 350,000 compounds, 0.074% hits | AID 485281; also: % is scaled to controls: 0 for no effect and ±100 for the full control effect; nearly all actives have a fitted effect of over 20% in size
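Read-out: endpoint 1-AMA fluorescence, excitation 380 nm and emission 535 nm, after compounds sit 10 min at room temperature with 10 uM horse-spleen apoferritin in 50% saturated 1-AMA/PBS. Values come from four-parameter Hill fits.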
Pol beta inh = blocks human DNA polymerase beta activity. P06746. Pol beta primer extension/strand displacement, fluorescence kinetic. Potency, µM (doses to about 114 µM), inactives show at the top dose activity change, negative = inhibition, hits mostly inhibitors. 340,000 compounds, 1.3% hits; also: % is scaled to controls: 0 for no effect and ±100 for the full control effect
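Enzyme-only controls used 10 nM Pol beta; buffer lacking enzyme served as negative control. Compound preincubated 15 min, then 50 nM substrate added; 0 and 10 min reads at room temperature.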
Numbers without * were called inactive; ? = inconclusive; . = no result given; & = joins results of further samples; ! = repeats disagree; [ ] = remark or other dose. Calls follow the shape of the dose curve; as a rule, active = well fitted curve in the direction sought with a large enough effect; inconclusive = small, poorly fitted or top-dose-only effect, or another doubt; inactive = no such curve, though single readings can be large; an effect the other way counts as inactive or inconclusive. Potency is read from the fitted curve at half-maximal effect. Some of the compounds tested; count on the stated rates, not on these rows.

Molecule,BAZ2B inh,Pol eta inh,POLK inh,APE1 inh,BLM inh,POLI inh,G9a inh,Anesthetic bind,Pol beta inh
CC(OC(=O)CNC(=O)c1ccc(F)cc1)C(=O)Nc1ccc(S(=O)(=O)N2CCOCC2)cc1 (centres undefined),8%,1%,-5%,29%,.,16%,13%[2.33 µM],.,.
Cc1cc(C)cc(NC(=O)Cn2c(-c3ccccc3Cl)nc3ccccc32)c1,-7%,-17%,-23%,-6%,-2%,-8%,9%[59 µM],-10%,10%
O=C1N(Cc2ccc(F)cc2)CCN1c1ccc(F)cc1,20%,-8%,1%,2%,-4%,-7%,62%[activator],-15%,-21%
COC(=O)CN1C(=S)N(c2ccc(Cl)cc2)C(=O)C1CC(=O)Nc1ccccc1 (centres undefined),-3%,-23%,-9%,-1%,-10%,-5%,?,-18%,?
COc1cc(CN2CCN(Cc3ccc(C)cc3)C(CCO)C2)cc(OC)c1O (centres undefined),-15%,0%,-5%,-1%,0%,113%[activator],45µM*,-9%,3%
CCC(C)NC(=O)Cn1cnc2sc(C)c(S(=O)(=O)N3CCN(c4ccccc4OC)CC3)c2c1=O (centres undefined),1%&1%,-5%&-23%,-15%&-6%,37%,-2%&-1%,-14%&10%,20%,-5%&-2%,9%&-17%
O=S(=O)(c1ccccc1)n1nc(-c2ccccc2)nc1NCc1ccc(Cl)cc1,3%,-17%,-6%,.,-10%,1%,11%[59 µM],-3%,3%
CCOC(=O)c1nc(-c2ccc(OC)c(OC)c2)cnc1C#N,2%,-24%,0%,-3%,-6%,15%,?,61%[activator],2%

Entries from the list above containing four or more nitrogen atoms:
Molecule,BAZ2B inh,Pol eta inh,POLK inh,APE1 inh,BLM inh,POLI inh,G9a inh,Anesthetic bind,Pol beta inh
CCC(C)NC(=O)Cn1cnc2sc(C)c(S(=O)(=O)N3CCN(c4ccccc4OC)CC3)c2c1=O (centres undefined),1%&1%,-5%&-23%,-15%&-6%,37%,-2%&-1%,-14%&10%,20%,-5%&-2%,9%&-17%
O=S(=O)(c1ccccc1)n1nc(-c2ccccc2)nc1NCc1ccc(Cl)cc1,3%,-17%,-6%,.,-10%,1%,11%[59 µM],-3%,3%

(further entries)
Molecule,BAZ2B inh,Pol eta inh,POLK inh,APE1 inh,BLM inh,POLI inh,G9a inh,Anesthetic bind,Pol beta inh
CCN(CCn1cccn1)C(=O)c1cc(COc2c(F)cccc2F)on1,-9%,-2%,6%,-8%,-2%,28%,21%,-14%,1%
CCOc1[nH]n(-c2ccccc2)c(=O)c1C=NCc1cccnc1,-17%,-21%,-5%,3%,-1%,8%,7%,-7%,8%
CCOC(=O)c1ccc(NC(=O)Cn2cc(C(=O)c3ccc(CC)cc3)c(=O)c3ccc(C)nc32)cc1,4%,0%,-15%,.,-7%,-24%,1%[59 µM],?,-20%
Cc1cc(Cl)ccc1OC(C)C(=O)Nc1ccc(C(=O)Nc2ccccc2C(=O)O)cc1 (centres undefined),?,-27%,-16%,-5%,-4%,?,.,-15%,79µM*
CC(C)(C#N)NC(=O)C(=O)c1c(-c2ccccc2)cc2ccccn12,-13%,-9%,1%,-2%,-8%,31%,6%,-15%,22%
CC1Cc2ccccc2N1CC(=O)Nc1ccc2c(c1)OCO2 (centres undefined),?,-8%,-8%,-1%,-7%,-2%,?,?,0%
COc1ccc(CCNC(=O)Nc2ccc(F)cc2F)cc1OC,-4%,-20%,-8%,68%[activator],-1%,12%,6%[2.33 µM],-1%,7%
O=C(c1ccc(Cl)cc1)c1c[nH]c(C(=O)C(Cl)(Cl)Cl)c1,-25%,20µM*,-5%,1%,1%,-15%,?,-14%,13%
C=CCC1CCCC(=O)N2CC[C@H](O)C12 (some centres undefined),-5%,-7%,-13%[158 µM],12%[120 µM],3%[120 µM],24%,79µM*!,3%[163 µM],0%
CC1(c2ccc(OC(F)F)cc2)NC(=O)N(CC(=O)c2ccc3c(c2)OCO3)C1=O (centres undefined),5%,-24%,-5%,7%,.,34%[activator],-5%[59 µM],.,.
CCC1CCCN1Cn1cnc2c([nH]c3ccc(Cl)cc32)c1=O (centres undefined),0%,-18%,-6%,1%,30%,34%[activator],?,-4%,0%
Cc1ccc(-n2c([O-])nc(-[n+]3ccccc3)c2C=O)cc1,?,-6%,0%,0%,-1%,-25%,?,-7%,10%
CCOC(=O)CCCNC(=O)CCCNC(=O)C(c1ccccc1)c1ccccc1,?,0%,-3%,18%,-6%,20%,5%[59 µM],?,7%
N#C/C(=C\c1ccc(OCc2ccccc2)cc1)C(N)=O,1%,-11%,-5%,20%,-8%,3%,-28%,?,7%
COC(=O)CCNS(=O)(=O)c1ccc2nsnc2c1,-15%,-13%,-1%,66%[activator],.,46%[activator],-3%[12.7 µM],.,.
O=C(c1ccccc1N1CCOCC1)N1CCCC(Nc2ccc(F)cc2)C1 (centres undefined),?,-2%,-4%,52%[activator],0%,22%,-12%,3%,9%
CCOC(=O)c1nnn2c3ccccc3c(=O)n(C)c12,0%,-16%,-2%,-3%,3%,-9%[58.9 µM],-20%,-5%,21%
Cc1ccc(C(C)C)c(OCCNCc2ccccc2)c1,?,-19%,4%,-6%,3%,12%,.,-10%,31%
COc1ccc(CCNC(=O)CCc2c(C)nc3cc(-c4cccc(F)c4)nn3c2C)cc1OC,-16%,-7%,-2%,.,1%,-10%,-6%[59 µM],2%,2%
Cc1ccc(N)c(C(O)(C(F)(F)F)C(F)(F)F)c1,-6%,-27%,10%,2%,-2%,44%[activator],-19%,-12%,23%
CCOC(=O)N1C(=O)[C@@](CC)(c2ccccc2)N1C(=O)OCC,-1%,-18%,-8%,-12%,-2%,?,.,-6%,80%
COc1ccccc1N1CCN(C(=O)C2c3ccccc3Oc3ccccc32)CC1,5%,-23%,-13%,-5%,-11%,8%,2%[59 µM],0%,-3%
Cn1c(S(=O)(=O)c2ccc([N+](=O)[O-])cc2)nc(Br)c1Br,-19%,0%,2%,2%,-1%,-11%,?,-16%,1%
CC(C)CC(c1nnnn1CCc1ccccc1)N1CCN(C(=O)c2ccco2)CC1 (centres undefined),3%,-3%,-6%,-10%,-6%,4%,13%,-17%,30%
Cc1nc2ccccc2c2c1C(=O)N(C)C2=O,-4%,-12%,-6%,-2%,-8%,88%[activator],-28%[59 µM],-7%,-9%
CCN(CC)CCCNC(=O)c1[nH]c2ccccc2c1Sc1ccc(Cl)cc1,?,-16%,-14%,0%,-8%,129%[activator],?,-15%,0%
Cc1ccc(CN2CCCn3nc(C(=O)NCCN(C)C)cc3C2=O)cc1,-35%,9%,-10%[60.1 µM],.,1%,-20%,-14%[12.7 µM],-4%,37%
CC(Cc1n[nH]c(=S)o1)c1ccccc1 (centres undefined),?,-14%,-2%,0%,1%,8%,8.9µM*,-4%,2%
Cc1ccc(-c2ccc(/C=N/c3ncn[nH]3)o2)cc1Cl,?,-16%,-11%,-1%,-3%,10%,-27%[12.7 µM],-18%,2%
COC(=O)c1ccc(C(=O)OC)c(NC(=S)N2CCCC(CO)C2)c1 (centres undefined),-8%,-26%,-6%,1%,1%,23%,?,-13%,30%
Cc1noc(C)c1C(=O)N1CCN(S(=O)(=O)c2cccc(Cl)c2Cl)CC1,-11%,0%,-12%,17%,-2%,30%,23%[12.7 µM],-8%,27%
COc1cc(CNC2CCCC2)cc(Cl)c1OCc1ccccc1Cl,0%,-12%,-25%,0%,-11%,4%,.,?,7%
O=S1(=O)N=C2CCCCCN2C(c2ccc(F)cc2)N1 (centres undefined),-14%,-14%,3%,-4%,-2%,0%,3%,-3%,-23%
CCCn1nc(NC(=O)c2cccs2)c2cc3ccccc3nc21,28%[57.1 µM],-18%,-19%,-2%,-10%,5%,99%[activator],-9%,-23%
CN(Cc1ccccc1)c1nc2nonc2nc1N1CCCC(CN2CCCC2=O)C1 (centres undefined),-5%,2%,-4%,2%,-1%,?,.,-4%,?
COc1cccc(/C=N/Nc2nc(Nc3ccc([N+](=O)[O-])cc3)nc(N3CCCC3)n2)c1O,?,22µM*,14µM*,-12%,28µM*,?,?,-10%,?
CCOC(=O)C1=C(CN2CCOCC2)NC(=O)NC1c1cc(C)ccc1C (centres undefined),2%,-9%,-6%,2%,-7%,16%,?,-8%,-6%
CC[C@@]1(c2ccccc2)C(=O)N(C(=O)OC)N1C(=O)OC,-34%,-10%,7%,45%[activator],2%,3%,28µM*,-6%,-2%
Cc1ccc(S(=O)(=O)N(Cc2cc3cc4c(cc3[nH]c2=O)OCCO4)CC2CCCO2)cc1 (centres undefined),0%,-2%,8%,0%,0%,26%,-8%,-19%,-8%
CCOc1ccccc1NC(=O)CCNC(=O)c1ccc(Cl)cc1,-15%,-25%,-2%,11%,0%,101%[activator],-4%[59 µM],-5%,0%
COc1cccc(-c2ccc3c(N)c(C(=O)NC4CC4)sc3n2)c1,-2%,-22%,-2%,-1%,-7%,102%[activator],?,-11%,-7%
[O-][n+]1c2ccccc2c2n1CCN1CCOC21c1ccc(Cl)cc1 (centres undefined),9%,-5%,-2%,25%,.,-22%,3%[0.501 µM],.,.
N=c1sccn1CC(=O)Nc1ccccc1Cc1ccccc1,-6%,-6%,-9%,10%,6%,9%,-49%[59 µM],-13%,13%
Cc1nc2ccccc2n1CSc1ccccc1,8%,-12%,-6%,-1%,-10%,142%[activator],5%[59 µM],4%,12%
NC(=O)c1cc([N+](=O)[O-])c(Cl)cc1NCc1cccnc1,11%,-10%,-10%,31%,.,-21%,4%[2.33 µM],.,.
CC(C)N(C(=O)COC(=O)c1cccc(N(C)C)c1)c1ccccc1,?,-24%,-16%,62%[activator],-4%,7%,?,1%,-17%
O=C(CN1C(=O)CCc2cc(S(=O)(=O)N3CCOCC3)ccc21)NCc1ccc(Cl)cc1,-1%,-9%,-5%[60.1 µM],.,0%,9%,0%[12.7 µM],7%,24%

Compound activity: PubChem BioAssay, National Center for Advancing Translational Sciences (NCATS)
